# MK inhibit: S. pneumoniae MK inhibitors, primary screen, biochemical, PK/LDH-coupled NADH absorbance. mevalonate kinase [Streptococcus pneumoniae D39]. purified MK, PK/LDH-coupled NADH absorbance 340 nm. inhibition, % at 10 µM. actives 0.48% (n = 65,000);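 active = ranked among the strongest by inhibition in the single 10 µM screen, a fixed top-ranked set picked for dose follow-up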; also: no value below 0 was filed
# Spn DPM-DC inh: S. pneumoniae DPM-DC inhibitors, primary screen, biochemical, PK/LDH-coupled NADH fluorescence | purified DPM-DC | calls only at 10 µM | diphosphomevalonate decarboxylase (Streptococcus pneumoniae D39) | actives 0.49% (n = 65,000);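 active = the 320 compounds with the highest percent inhibition in the single-dose primary screen, excluding strongly autofluorescent ones, cut at about 32% in these data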;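 also: kinetic rate of NADH fluorescence loss reporting ADP formed by the decarboxylase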
# HPDE-C7 cytotoxicity: cytotoxicity in HPDE-C7 cells, cell-based, fluorescence, HTS (AID 430). HPDE-C7 pancreatic duct cells viability, fluorescence; higher % means a stronger effect. cytotoxicity, % at 10 µM, or EC50 in µM where a hit was titrated. actives 1.8% (n = 63,000);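 also: cells exposed to compound for 48 hours before viability readout; 0% = vehicle and 100% = reference cytotoxic drug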
# HT1080 viability: cytotoxicity in HT1080 fibrosarcoma cells, cell-based, fluorescence readout (AID 620) | cytotoxicity, % at 10 µM; hits with a dose series show EC50 in µM | HT1080 viability, fluorescence; higher % means a stronger effect | actives 0.42% (n = 87,000);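 also: cells exposed to compound overnight then 4 h with Alamar Blue; 0% = vehicle DMSO and 100% = killing control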
# LYP inhibition: LYP phosphatase inhibitors, primary screen, biochemical, DiFMUP fluorescence, recombinant catalytic domain, 10 µM (AID 606); Tyrosine-protein phosphatase non-receptor type 22 (Homo sapiens); recombinant LYP catalytic domain, DiFMUP fluorescence; higher % means a stronger effect; 52,000 tested, under 10 active; inhibition, % at 10 µM; hits with a dose series show IC50 in µM;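 active = IC50 under 40 µM in the dose-response test; inactive = IC50 of 40 µM or more, or never dose-tested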
# Bfl-1 inhibitors: Bfl-1 inhibitors, primary screen, biochemical, fluorescence polarization, FITC-Bid, mouse (AID 432). Bcl-2-related protein A1 (Mus musculus). FITC-Bid BH3 peptide fluorescence polarization displacement; higher % means a stronger effect. one-dose displacement, % at 20 µM; IC50 in µM for titrated hits. actives 0.02% (n = 64,000); in the data active = a potency from the dose series; inactive = the rest, 99 in 100 with displacement below about 15%; also: strong numbers were not always called active
# PMK inhibit: S. pneumoniae PMK inhibitors, primary screen, biochemical, mevalonate pathway, pilot trial included | phosphomevalonate kinase (Streptococcus pneumoniae D39) | purified PMK, PK/LDH-coupled NADH absorbance 340 nm | inhibition, % at 10 µM | actives 0.49% (n = 65,000);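 active = top-ranked compounds by inhibition in the single 10 µM screen, taking a fixed number of the strongest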;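 also: 0% = full reaction with DMSO carrier and 100% = background rate without enzyme reaction; no value below 0 was filed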
# Alkaline phosphatase: human TNAP enzyme inhibitors, biochemical, luminescent (AID 518); Alkaline phosphatase, tissue-nonspecific isozyme (Homo sapiens); purified TNAP enzyme, luminescent substrate readout; higher % means a stronger effect; inhibition, % at 20 µM; hits with a dose series show IC50 in µM; actives 0.09% (n = 64,000); in the data active = a potency from the dose series; inactive = the rest, 99 in 100 with inhibition below about 22%;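 also: plate controls were vehicle for no effect and reference inhibitor for full effect; many of its hits are not listed in these tables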
# HPDE-C7K KRASV12: cytotoxicity in KRAS-transformed pancreatic duct cells, primary screen, cell-based, fluorescence, HTS (AID 431) | HPDE-C7K KRASV12 cells, Alamar Blue viability, 48 h; higher % means a stronger effect | one-dose cytotoxicity, % at 10 µM; EC50 in µM for titrated hits | actives 1.7% (n = 63,000);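 active = compounds whose percent cytotoxicity in the single-dose primary screen, scaled between solvent and toxic-drug controls, exceeds 50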;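 also: 0% = DMSO solvent wells and 100% = doxorubicin-treated wells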
# PMK inhibit pilot replicates: also measured in PMK inhibit; calls as there; inhibition, %; measured here: pilot screen replicates
# MK inhibit pilot replicates: also measured in MK inhibit; calls as there; inhibition, %; measured here: pilot screen replicates
# Spn DPM-DC inh pilot screen %: also measured in Spn DPM-DC inh; calls as there; inhibition, %; measured here: pilot screen trials
# The depositor's hits bear a star; i = inactive; / = not tested or not shown; + = active, no number. Rule as the data show it, unless noted: active = cytotoxicity above about 50%; inactive = the rest.
SMILES,MK inhibit,Spn DPM-DC inh,HPDE-C7 cytotoxicity,HT1080 viability,LYP inhibition,Bfl-1 inhibitors,PMK inhibit,Alkaline phosphatase,HPDE-C7K KRASV12,others
CCN1C(=O)C2(/C(=C(\O)c3ccc4c(c3)OCCO4)C(=O)C(=O)N2CCCOC)c2ccccc21 (stereo not drawn),0.0,i,/,-1.7%,/,-2.1%,11.0,11.2%,/,
COc1ccc(NC(=O)c2cnc(C)cn2)cc1-n1cnnn1,3.0,i,-4.1%,7.9%,8.8%,2.2%,1.0,9.1%,-21.2%,
CC(=O)Nc1ccc(NC(=O)Cn2cc3c(n2)CCC(C)C3)cc1 (stereo not drawn),0.0,i,-2.9%,42.7%,-7.7%,-1.1%,15.0,12.4%,10.4%,PMK inhibit pilot replicates=0.5;MK inhibit pilot replicates=0.0;Spn DPM-DC inh pilot screen %=2.5
O=C(Nc1ccc2oc(-c3ccccc3Cl)nc2c1)c1ncn[nH]1,12.0,/,5.2%,-7.0%,5.1%,3.8%,0.0,-12.4%,2.9%,
O=C(Nc1ccc(C2CCCCC2)cc1)C1CCCN(c2ncccn2)C1 (stereo not drawn),0.0,i,3.0%,-4.6%,7.4%,0.6%,14.0,15.2%,-3.3%,
CCOC(=O)N1CCN(C(=O)Cn2cc3c(n2)CCCC3)CC1,0.0,i,/,-0.3%,-5.2%,-1.7%,16.0,8.1%,/,
COC(=O)c1cc(C)sc1NC(=O)CCCC(=O)O,8.0,i,-12.8%,5.2%,6.2%,1.8%,6.0,7.1%,-26.0%,
Cc1cccc(CCNC(=O)C2CCC(CNc3c(N4CCCC4)c(=O)c3=O)CC2)c1 (stereo not drawn),9.0,i,11.4%,-5.7%,3.0%,-6.9%,14.0,7.6%,6.5%,
Cc1oc(-c2ccc(F)cc2)cc1-c1nn2c(-c3ccoc3C)nnc2s1,4.0,i,-25.2%,-0.9%,17.9%,-1.7%,0.0,4.6%,-9.8%,
Cc1cccc(-n2nnc(C(=O)NCc3ccccn3)c2N)c1,4.0,i,5.7%,-0.7%,2.3%,1.4%,8.0,6.7%,-3.1%,
O=C(COc1ccc(Cl)cc1)Nc1nc(-c2cccs2)cs1,0.0,i,13.8%,6.6%,/,-3.0%,0.0,13.1%,12.8%,PMK inhibit pilot replicates=0.0;MK inhibit pilot replicates=2.0;Spn DPM-DC inh pilot screen %=0.0
COc1ccccc1N1CCN(C(=O)c2ccc(CS(=O)(=O)c3ccccc3OC)o2)CC1,5.0,i,-8.2%,0.1%,3.8%,-0.7%,3.0,5.2%,-7.8%,PMK inhibit pilot replicates=0.0;MK inhibit pilot replicates=2.0;Spn DPM-DC inh pilot screen %=0.0
COc1ccc2c(=O)c(N3C(=O)c4ccccc4C3=O)coc2c1,11.0,i,-16.8%,1.1%,3.6%,-5.1%,4.0,11.9%,-25.6%,
COc1ccc2cc(C(c3nnnn3C3CCCCC3)N3CCCCCC3)c3nnnn3c2c1 (stereo not drawn),0.0,i,41.4%,-10.3%,2.7%,-1.3%,11.0,6.3%,49.4%,PMK inhibit pilot replicates=2.0;MK inhibit pilot replicates=0.0;Spn DPM-DC inh pilot screen %=0.0
CN(C)CCNC(=O)Cc1c(C(=O)O)n(C)c2ccccc12,8.0,i,-14.2%,10.7%,3.0%,-5.3%,13.0,6.4%,-13.3%,
Cc1cc(S(=O)(=O)N2CCN(c3ncccn3)CC2)ccc1-n1cnnn1,0.0,i,-5.5%,-3.0%,15.0%,-6.4%,16.0,8.7%,-12.5%,PMK inhibit pilot replicates=0.0;MK inhibit pilot replicates=3.5;Spn DPM-DC inh pilot screen %=5.5
COc1ccccc1CNC(=O)c1ccc(NS(C)(=O)=O)cc1,10.0,i,3.4%,1.3%,8.9%,7.0%,5.0,10.8%,1.5%,
Cn1c(=O)[nH]c(=O)c2c1nc(N1CCN(Cc3ccccc3)CC1)n2CCSc1ncccn1,7.0,i,-6.3%,4.6%,0.6%,0.9%,0.0,-1.1%,6.2%,
Cn1cccc1Cc1nnc(SCC(=O)NCC2CCCO2)n1CCc1ccccc1 (stereo not drawn),5.0,i,-31.7%,2.1%,-7.6%,6.6%,7.0,5.8%,-17.0%,
Cc1cc(C(=O)CSc2nncs2)c(C)n1-c1c(C)n(C)n(-c2ccccc2)c1=O,7.0,i,-2.7%,-2.1%,/,6.5%,0.0,6.8%,-7.3%,
CCn1cc(C(=O)NCC2CCCO2)c(=O)c2cc(S(=O)(=O)N(C)C)ccc21 (stereo not drawn),11.0,i,-8.8%,3.5%,17.0%,-8.2%,5.0,12.7%,-2.0%,PMK inhibit pilot replicates=2.0;MK inhibit pilot replicates=0.0;Spn DPM-DC inh pilot screen %=0.0
Cc1cccn2c(=O)c3cc(C(=O)NCCCN4CCOCC4)n(C)c3nc12,3.0,/,25.5%,-0.3%,-5.8%,-4.9%,0.0,0.5%,26.4%,
COc1ccccc1NC(=O)CN(C)S(=O)(=O)c1ccc(F)cc1,7.0,i,-3.2%,-6.1%,-8.8%,-8.6%,0.0,4.7%,-5.6%,
O=C(O)COCc1nc2ccccc2[nH]1,10.0,i,-6.0%,-3.4%,/,1.1%,5.0,6.0%,-5.4%,
COc1cccc2cc3c(=O)n(-c4ccccc4)nc-3oc12,7.0,+,8.3%,3.6%,8.1%,5.2%,4.0,8.4%,3.5%,
CCCC(O)(CCN(C)C)c1ccc(OC)cc1 (stereo not drawn),0.0,i,8.5%,4.2%,14.9%,-2.1%,17.0,19.7%,9.6%,PMK inhibit pilot replicates=7.0;MK inhibit pilot replicates=2.0;Spn DPM-DC inh pilot screen %=1.0
COc1ccccc1CN1CC(C(=O)NCC2CCCO2)CC1=O (stereo not drawn),2.0,i,-12.4%,-1.2%,-2.6%,-2.3%,12.0,-1.9%,-13.7%,
O=c1c2ccccc2c(C=NCCO)c(O)n1-c1ccccc1,0.0,i,1.2%,2.9%,/,3.0%,0.0,9.5%,1.6%,
O=C(c1cc2nc(-c3ccco3)cc(C(F)(F)F)n2n1)N1CCN(c2ccccc2)CC1,3.0,i,-3.0%,-5.3%,10.8%,8.7%,1.0,-0.9%,-9.2%,
CC(=O)Nc1nonc1NC(=O)CSc1ccccn1,7.0,i,-17.3%,-6.5%,-16.6%,7.5%,9.0,-5.5%,-1.0%,

# The list goes on, overlapping the part above by 4 compounds.
SMILES,MK inhibit,Spn DPM-DC inh,HPDE-C7 cytotoxicity,HT1080 viability,LYP inhibition,Bfl-1 inhibitors,PMK inhibit,Alkaline phosphatase,HPDE-C7K KRASV12,others
COc1ccccc1CN1CC(C(=O)NCC2CCCO2)CC1=O (stereo not drawn),2.0,i,-12.4%,-1.2%,-2.6%,-2.3%,12.0,-1.9%,-13.7%,
O=c1c2ccccc2c(C=NCCO)c(O)n1-c1ccccc1,0.0,i,1.2%,2.9%,/,3.0%,0.0,9.5%,1.6%,
O=C(c1cc2nc(-c3ccco3)cc(C(F)(F)F)n2n1)N1CCN(c2ccccc2)CC1,3.0,i,-3.0%,-5.3%,10.8%,8.7%,1.0,-0.9%,-9.2%,
CC(=O)Nc1nonc1NC(=O)CSc1ccccn1,7.0,i,-17.3%,-6.5%,-16.6%,7.5%,9.0,-5.5%,-1.0%,
O=C(c1ccccc1Oc1nnnn1-c1ccccc1)N1CCOCC1,18.0,i,6.5%,0.0%,-6.2%,-8.0%,0.0,6.5%,10.6%,PMK inhibit pilot replicates=1.0;MK inhibit pilot replicates=1.0;Spn DPM-DC inh pilot screen %=0.0
CC1Cc2nc(SCC(=O)Nc3ccc4c(c3)OCO4)n(CCc3ccccc3)c(=O)c2S1 (stereo not drawn),1.0,+,-2.9%,5.4%,6.1%,-3.5%,3.0,3.8%,-2.1%,
CCC(C)(C(=O)NC1CCCC1)N(Cc1ccco1)C(=O)c1ccccn1 (stereo not drawn),5.0,i,/,1.6%,/,-3.7%,3.0,0.3%,/,
Cc1onc(-c2ccccc2Cl)c1C(=O)Nc1cccc2cccnc12,0.0,i,29.4%,27.4%,-1.0%,-0.4%,0.0,10.6%,36.7%,
Cc1c(OCc2nn[nH]n2)ccc2c3c(c(=O)oc12)CCCC3,0.0,/,/,-8.0%,3.2%,6.9%,4.0,6.1%,/,
COc1ccc(OC)c(-n2c(-c3cccc(O)c3)n[nH]c2=S)c1,66.0*,i,5.1%,0.9%,7.1%,0.5%,0.0,9.5%,6.8%,
CC(=O)NCCn1c(SCC(=O)OCc2ccccc2)nc2ccccc2c1=O,6.0,i,-9.3%,6.4%,-11.0%,-7.6%,23.0,-2.0%,-6.1%,
CC(C)Cc1nc2oc3c(N4CCN(C)CC4)ncnc3c2c2c1CCCC2,6.0,i,-9.4%,-1.0%,-7.8%,-0.1%,2.0,4.1%,8.0%,
Cc1cccc(NC(=O)COc2ccccc2)c1,13.0,i,0.1%,-0.2%,-10.3%,-4.8%,2.0,10.6%,-2.6%,
Cc1csc2nnc(N)n12,2.0,i,2.3%,2.9%,7.0%,1.3%,12.0,-3.6%,-6.5%,
CC(C)(C)Oc1ncc(Br)c(OC(C)(C)C)n1,8.0,i,-7.6%,-2.2%,0.5%,5.5%,0.0,8.6%,3.3%,
CC1CC(N(C(=O)C2CC2)c2ccccc2)c2ccccc2N1C(=O)C1CC1 (stereo not drawn),10.0,i,-11.9%,26.8%,/,-8.8%,6.0,6.7%,-4.2%,
CCC(C)(C(=O)NC1CCCC1)N(C(=O)c1cnccn1)c1c(C)n(C)n(-c2ccccc2)c1=O (stereo not drawn),2.0,i,-12.1%,-9.6%,-4.9%,2.9%,3.0,7.7%,-4.7%,PMK inhibit pilot replicates=2.5;MK inhibit pilot replicates=0.5;Spn DPM-DC inh pilot screen %=0.5
Cc1cc(C(=O)CSc2nc3ccccc3c(=O)[nH]2)c(C)n1C,0.0,i,18.5%,-0.6%,-4.1%,0.7%,13.0,7.8%,29.5%,
O=C(c1ccco1)N1CCN(C(c2ccccc2F)c2nnnn2Cc2cccs2)CC1 (stereo not drawn),4.0,i,-7.7%,1.5%,2.1%,2.4%,8.0,-5.7%,0.2%,
CN(C(=O)C(Cl)Cl)c1ccc(OC(=O)c2ccco2)cc1,6.0,i,-10.4%,-11.1%,18.5%,4.9%,0.0,7.3%,-7.9%,PMK inhibit pilot replicates=1.0;MK inhibit pilot replicates=0.0;Spn DPM-DC inh pilot screen %=1.0
CC(NC(=O)Cn1ccsc1=N)C12CC3CC(CC(C3)C1)C2 (stereo not drawn),0.0,i,4.4%,-2.1%,1.9%,-0.3%,9.0,8.7%,14.6%,
O=c1/c(=C/c2cccc3ccccc23)sc2ncnn12,/,i,17.4%,-16.2%,11.8%,1.5%,0.0,5.7%,-11.8%,

# From PubChem BioAssay
